Screens deposited in PubChem BioAssay by National Center for Advancing Translational Sciences (NCATS).
TrxR1 substrate – is turned over as a substrate by rat TrxR1; AID 588456; Potency, µM (top dose mostly 114 µM), for the others: at the top dose activity change, negative = substrate turnover; 0.01% of 390,000 active; purified TrxR1 substrate turnover, NADPH consumption readout; also: potency is read from the fitted curve at half-maximal effect; % is scaled to controls: 0 for no effect and ±100 for the full control effect; nearly all actives have a fitted effect of over 50% in size
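Rat TrxR1, dispensed at 90 nM, was prereduced with 400 uM NADPH (final) for 5 min at ~22 deg C, then incubated with compound 15 min before 400 uM selenite. A first-read NADPH fluorescence drop versus no-compound background flagged substrates.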
Glioma ERSR ind – inducers of ER stress response in human glioma cells. U87-MG GRP78 promoter luciferase reporter, 16 h. Potency, µM, for the others: at the top dose activation, usual class: activators. 0.02% of 420,000 active. AID 602332; also: potency is read from the fitted curve at half-maximal effect; series mostly up to about 76 µM; % of control where 0% means no effect; nearly all actives have a fitted effect of over 35% in size
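Stably transfected U87-MG human glioma cells carrying a GRP78-based luminescent sensor were seeded at 1000 cells/well, pin-dosed with compounds and incubated 16 h. Luciferase reagent was then added, and end-point luminescence was read after 10 min at room temperature.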
rTrxR1 inhibitor – blocks rat thioredoxin reductase 1; AID 588453; Potency, µM (titrated, usually from 114 µM), for the others: at the highest dose activity change, negative = inhibition, usual class: inhibitors; O89049; recombinant rTrxR1, NADPH fluorescence consumption, selenite substrate; 1% of 390,000 active; also: potency is read from the fitted curve at half-maximal effect; % is scaled to controls: 0 for no effect and ±100 for the full control effect; nearly all actives have a fitted effect of over 65% in size
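Rat TrxR1 (90 nM in the dispensed reagent) was pre-reduced with 400 uM NADPH for 5 min at room temperature, then incubated with compound for 15 min. After 400 uM selenite was added, NADPH fluorescence (Ex 340/Em 450 nm) was followed for 8 min.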
USP1 inh – USP1/UAF1 (human) deubiquitinase inhibition | O94782 | recombinant USP1/UAF1, Ub-Rhodamine cleavage fluorescence | Potency, µM (top dose mostly 57.1 µM), for inactives: at the top dose activity change, negative = inhibition, actives largely listed as inhibitors | 0.23% of 390,000 active | AID 743255; also: potency is read from the fitted curve at half-maximal effect; % is scaled to controls: 0 for no effect and ±100 for the full control effect; nearly all actives have a fitted effect of over 60% in size; inactives centre near -12
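High-throughput fluorogenic screen: 1nM USP1/UAF1 complex, Ub-Rho substrate 150nM final, 50mM HEPES pH 7.8 with 0.5mM EDTA, 0.1 mg/ml BSA, 1mM TCEP and 0.01% Tween-20.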
IDH1 R132H inh – inhibitors of human mutant IDH1 R132H. AID 602179. 0.093% of 390,000 active. IDH1-R132H enzyme, NADPH consumption, diaphorase/resazurin fluorescence. O75874. Potency, µM (series often up to 76.6 µM), inactives show at the top dose activity change, negative = inhibition, actives largely listed as inhibitors; also: potency is read from the fitted curve at half-maximal effect; % is scaled to controls: 0 for no effect and ±100 for the full control effect; nearly all actives have a fitted effect of over 65% in size
Target sequence (O75874 whole entry R132H, stated change not applied): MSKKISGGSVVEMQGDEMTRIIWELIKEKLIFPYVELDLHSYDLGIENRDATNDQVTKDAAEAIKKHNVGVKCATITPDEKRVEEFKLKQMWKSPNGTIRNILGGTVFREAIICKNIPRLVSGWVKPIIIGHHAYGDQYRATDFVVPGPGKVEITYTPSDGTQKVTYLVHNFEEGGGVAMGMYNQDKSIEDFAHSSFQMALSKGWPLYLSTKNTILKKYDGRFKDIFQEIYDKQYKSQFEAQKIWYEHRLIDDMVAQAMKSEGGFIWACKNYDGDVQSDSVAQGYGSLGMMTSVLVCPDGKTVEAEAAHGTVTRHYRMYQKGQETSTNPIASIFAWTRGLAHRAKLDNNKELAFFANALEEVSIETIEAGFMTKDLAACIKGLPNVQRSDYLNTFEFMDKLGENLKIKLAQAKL
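IDH1-R132H (0.5 ug/mL) preincubated 30 min with compound, then NADPH (0.016 mM) and alpha-KG (2 mM) added; 80 min at RT, pH 7.5. Remaining NADPH coupled via diaphorase/resazurin to fluorescence (540/590 nm); concentration-response curves normalized to no-enzyme control.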
Vif-APOBEC3G blk – Vif-A3G binding inhibition; 0.076% of 410,000 active; Potency, µM (doses to about 46.1 µM), for inactives: at the highest dose activity, negative = active, most hits filed as inhibitors; HeLa A3G-eYFP + Vif (tagged APOBEC3G with the HIV-1 protein that degrades it), YFP fluorescence, overnight; Q9HC16; AID 602310;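 also: potency is read from the fitted curve at half-maximal effect; % is scaled to controls: 0 for no effect and ±100 for the full control effect; nearly all actives have a fitted effect of over 60% in size; hits raise eYFP signal because A3G escapes Vif-driven loss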
Target sequence (Q9HC16 whole entry, looked up): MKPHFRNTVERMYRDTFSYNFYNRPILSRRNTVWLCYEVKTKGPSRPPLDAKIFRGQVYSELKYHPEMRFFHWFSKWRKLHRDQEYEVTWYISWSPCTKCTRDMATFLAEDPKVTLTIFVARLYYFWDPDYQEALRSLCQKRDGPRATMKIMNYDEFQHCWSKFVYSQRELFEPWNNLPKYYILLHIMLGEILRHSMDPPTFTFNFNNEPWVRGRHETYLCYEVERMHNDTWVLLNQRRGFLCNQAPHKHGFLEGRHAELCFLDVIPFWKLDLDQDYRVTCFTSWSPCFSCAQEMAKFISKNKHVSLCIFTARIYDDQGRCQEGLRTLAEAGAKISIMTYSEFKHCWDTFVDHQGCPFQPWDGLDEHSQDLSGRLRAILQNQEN
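HeLa cells stably expressing Vif and C-terminally eYFP-tagged A3G, seeded overnight at 37 deg C, then exposed to compound by pintool overnight at 37 deg C. Rise in yellow fluorescence (Ex 488/Em 500-530, Acumen) marks blocked Vif-driven A3G degradation.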
LDHA block – inhibitors of human lactate dehydrogenase A. purified LDHA, NADH/diaphorase-resazurin fluorescence; stronger effect = lower value. activity change, % (values are at about 110 or 230 µM). 0.15% of 480,000 active. P00338. AID 1347041; in the data active = activity change below about -30%; inconclusive = mostly about -25% to -30%;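 also: plate controls were DMSO wells for no effect and wells without enzyme for full effect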
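LDH5 2 nM; NADH 0.06 mM, pyruvate 0.2 mM; 200 mM Tris pH 7.4, EDTA, Tween-20; 5 min RT. Detection: diaphorase 0.133 mg/mL + resazurin 37 µM, fluorescence ex540/em590 at 0 and 20 min; normalized to enzyme-free and DMSO wells.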
RGS4 inh – human RGS4 inhibition; Transcreener GDP fluorescence polarization, RGS4-accelerated GTP hydrolysis; Potency, µM (highest dose often 114 µM), without a hit: at the highest dose activity change, negative = inhibition, most hits filed as inhibitors; P49798; 0.039% of 390,000 active; also: potency is read from the fitted curve at half-maximal effect; % is scaled to controls: 0 for no effect and ±100 for the full control effect; nearly all actives have a fitted effect of over 75% in size; some results filed as inactive show a strong effect at the top dose
Target sequence (P49798 whole entry, looked up): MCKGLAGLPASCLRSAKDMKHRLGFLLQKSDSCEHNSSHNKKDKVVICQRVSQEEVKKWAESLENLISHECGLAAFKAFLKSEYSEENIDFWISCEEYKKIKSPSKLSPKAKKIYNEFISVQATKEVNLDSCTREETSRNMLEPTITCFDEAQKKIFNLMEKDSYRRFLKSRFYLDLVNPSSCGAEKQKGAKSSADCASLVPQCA
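MLSMR compounds (23 nl, pin-transferred) preincubated 10 min at room temperature with a 500nM (2x) first reagent, then RGS4 at 900nM (2x) plus Transcreener GDP mix added; fluorescence polarization (620/688 nm) read before and after 90 min at 30 °C.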
Vif-APOBEC3F blk – Vif-A3F binding inhibition; HeLa A3F-eYFP + Vif (tagged APOBEC3F with the HIV-1 protein that degrades it), YFP fluorescence increase; AID 602313; Potency, µM (titrated, usually from 46.1 µM), inactives show at the top dose activity, negative = active; 0.2% of 390,000 active; also: potency is read from the fitted curve at half-maximal effect; % of control where 0% means no effect; nearly all actives have a fitted effect of over 65% in size
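HeLa cells stably expressing A3F-eYFP plus Vif, plated and incubated overnight at 37 deg C, then exposed to compounds overnight at 37 deg C. Blocked degradation read as raised yellow fluorescence (Ex 488/Em 500-530).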
Numbers without * were called inactive; ? = inconclusive; . = not tested or not shown; [ ] = dose if it differs, or a comment. Unless noted, calls follow the shape of the dose curve; as a rule, active = well fitted curve in the direction sought with a large enough effect; inconclusive = small, poorly fitted or top-dose-only effect, or another doubt; inactive = no such curve, though single readings can be large; an effect the other way counts as inactive or inconclusive.

Molecule | Glioma ERSR ind | Vif-APOBEC3F blk | LDHA block | Vif-APOBEC3G blk | RGS4 inh | USP1 inh | TrxR1 substrate | rTrxR1 inhibitor | IDH1 R132H inh
Cc1ccccc1-c1nc(CSc2nc3c(c(=O)[nH]2)CCC3)c(C)o1 | -5% | -7% | -4 | 0% | 13% | -23% | -8% | -2% | -2%
CC(C)Nc1nnc(SCC(=O)Nc2ccc(F)cc2)s1 | -1% | -4% | -3 | -4% | -6% | -1% | 8% | 12% | 7%
CCc1ccc(C(=O)NC(=S)NCc2cccnc2)cc1 | 1% | 11% | -1 | 2% | ? | -21% | 5% | -4% | 8%
CC(=O)NCCNC(=O)c1ccc(Sc2ccccc2)c([N+](=O)[O-])c1 | -5% | -1% | 1 | 1% | -15% | -14% | -5%[57.1 µM] | 14% | 0%
CSc1ncccc1C(=O)Nc1ccc(C)cn1 | 6% | 3% | -14 | 6% | -4% | -9% | 2% | 19% | 0%
COc1ccccc1N1CCN(CC(=O)Nc2ccccc2C(=O)NCCc2ccccc2)CC1 | 3% | 1% | -4 | -8% | -18% | ? | 4% | 33% | -4%
CCCc1ccc(-c2cc(C(=O)NCCc3ccc(S(N)(=O)=O)cc3)c3ccccc3n2)cc1 | 8% | -12% | -15 | -1% | -7% | -16% | 13% | 11% | 0%
CN(Cc1cccc(F)c1)C(=O)CN1C(=O)NC2(CCc3ccccc32)C1=O (stereo not drawn) | 0% | 10% | -2 | -4% | -5% | -13% | 7% | 39% | -7%
O=C(C1COc2ccccc2O1)N1CCN(c2ccc([N+](=O)[O-])cc2)CC1 (stereo not drawn) | -2% | 8% | -4 | -4% | -8% | 2% | -3% | 1.4µM* | -8%
O=C(CN(Cc1ccccc1C(F)(F)F)C(=O)CNC(=O)c1ccco1)NC1CCCC1 | -4% | -10% | -15 | 0% | -17% | -5% | -1% | 0% | 9%
COc1ccc(-c2noc(Cn3c(=O)c4ccccc4n(CC(=O)Nc4cccc(C(F)(F)F)c4)c3=O)n2)cc1 | -4% | 0% | 1 | 1% | 0% | -7% | 6% | 45%[activator] | 6%
Cc1ccc(NC(=O)C2(NC(=O)c3cccc(N4C(=O)CSC4c4ccccc4)c3)CCCCC2)cc1 (stereo not drawn) | -4% | -8% | -19 | 0% | 13%[56.9 µM] | -4% | -7% | -6% | 3%
O=C(Nc1ccc(S(=O)(=O)N2CCCC2)cc1)C1CCN(S(=O)(=O)c2ccc(F)cc2)CC1 | -3% | -6% | -1 | -3% | 30% | -3% | 5% | 22% | 5%
COc1ccc(N(CC(O)CN2CCCCC2)S(=O)(=O)c2ccc(C)cc2)cc1 (stereo not drawn) | -4% | -4% | -3 | 2% | -11% | -19% | -2% | -3% | 6%
C=CCn1c(CC(=O)Nc2ccc(C)cc2C)nnc1SCC(=O)N1CCOCC1 | -4% | 6% | -4 | 0% | -11% | -4% | 5% | 9% | 0%
CCOc1ccc(S(=O)(=O)N2CCN=C2c2ccccc2)cc1 | -2% | ? | -2 | ? | 2% | -7% | -5% | 6% | 8%
Cc1nc(-c2cccc(S(=O)(=O)N3CCCCC3)c2)cs1 | 5% | -25% | -3 | -1% | -6% | -6% | -2% | 16% | 4%
Cc1nn(C(=O)c2ccco2)c(C)c1Sc1ccc([N+](=O)[O-])cc1 | -9% | -4% | -4 | 2% | 2%[11.4 µM] | -19% | 9%[57.1 µM] | 13%[57.1 µM] | 4%
NS(=O)(=O)c1ccc(NC(=O)CNC(=O)c2ccc3c(c2)OCO3)cc1 | -4% | -6% | -4 | 2% | 27% | -2% | 3% | 29% | -5%
COc1ccccc1C(O)(C(=O)NN(C(=O)c1ccccc1)c1ccccc1C)c1cccs1 (stereo not drawn) | -1% | -12% | 1 | -2% | 24% | 0% | 9% | 29% | 2%
CCCCNc1nc(NC)nc(Cl)c1SC | -2% | -2% | 0 | 4% | -17% | -26% | 6% | 29% | -3%
COCc1cccc(C(=O)NC(c2ccccc2)c2ccccc2)c1 | -2% | ? | 2 | 1% | 4% | -16% | -4% | 10% | 4%
CCCCCCCCCCOC(=O)Cn1c(COc2cccc(OC)c2)[n+](C)c2ccccc21 | -13% | 1% | 2 | -6% | -30% | ? | -3%[57.1 µM] | 13%[57.1 µM] | -3%
C[C@@H]1CCCCO[C@H](CN(C)C(=O)Nc2ccc(F)cc2)[C@@H](C)CN([C@H](C)CO)C(=O)c2cc(N(C)C)ccc2O1 | 1% | -21% | -6 | -6% | . | ? | . | . | 8%
Cc1nnc(SCC(=O)Nc2cccc(S(=O)(=O)N(C)c3ccccc3)c2)s1 | 0% | -11% | -5 | 0% | 10% | -6% | -6% | -7% | 4%
S=c1[nH]nc(COc2ccccc2)n1/N=C/c1ccncc1 | -4% | 0% | -6 | 3% | -1% | 7% | -6% | -1% | 8%
O=C1COc2ccc(S(=O)(=O)N3CCC(C(=O)NCc4ccccc4)CC3)cc2N1 | 3% | -5% | -2 | 2% | 24%[11.4 µM] | -3% | -1% | 15% | -6%
Cc1cc(NC(=O)c2ccc3c(c2)C(=O)N(CC(C)C)C3=O)no1 | 1% | 0% | -4 | 2% | 14% | -13% | 1% | 25% | 12%
COc1cccc(NC(=O)CN(C)C(=O)CCNC(=O)c2ccc(Br)cc2)c1 | 2% | 2% | -2 | -1% | 5% | -24% | -7% | -2% | 4%
O=C(NCc1ccccc1)c1ccc(CS(=O)Cc2ccc(Cl)cc2)o1 (stereo not drawn) | -2% | -3% | 0 | -6% | 13% | -6% | -10% | ? | 3%

One compound at a time (already shown).
Entry for COc1cccc(NC(=O)CN(C)C(=O)CCNC(=O)c2ccc(Br)cc2)c1 : Glioma ERSR ind = 2%; Vif-APOBEC3F blk = 2%; LDHA block = -2; Vif-APOBEC3G blk = -1%; RGS4 inh = 5%; USP1 inh = -24%; TrxR1 substrate = -7%; rTrxR1 inhibitor = -2%; IDH1 R132H inh = 4%
Entry for CCCCNc1nc(NC)nc(Cl)c1SC : Glioma ERSR ind = -2%; Vif-APOBEC3F blk = -2%; LDHA block = 0; Vif-APOBEC3G blk = 4%; RGS4 inh = -17%; USP1 inh = -26%; TrxR1 substrate = 6%; rTrxR1 inhibitor = 29%; IDH1 R132H inh = -3%

Next part.
Molecule | Glioma ERSR ind | Vif-APOBEC3F blk | LDHA block | Vif-APOBEC3G blk | RGS4 inh | USP1 inh | TrxR1 substrate | rTrxR1 inhibitor | IDH1 R132H inh
CCC(C(=O)NCCCN(CC)Cc1ccccc1)n1nc(C)c2sc3ccccc3c2c1=O (stereo not drawn) | -2% | -4% | -8 | 1% | 0% | -14% | 1% | 16% | 16%
CCOC(=O)CN(C(=O)c1snc(C(N)=O)c1N)C(C(=O)NCCC(C)C)c1ccc(F)cc1 (stereo not drawn) | -2% | -8% | -1 | -4% | 0% | -5% | -3% | -9% | -3%
CSc1ncccc1C(=O)OCC(=O)NC(C)(C)C | 1% | 0% | 2 | 1% | -7% | -8% | 3% | 12% | -3%
O=C(CCc1ccccc1)N1CCCC1 | -2% | -27% | -3 | 0% | 15% | -18% | 8% | 26% | 3%
O=C(CN1CCN(CC(=O)c2ccc(F)cc2)CC1)Nc1ccccc1Cl | -5% | -1% | 1 | -3% | -23% | -21% | 9%[57.1 µM] | ? | -5%
COc1cccc(-c2noc(C3CCCN(C(=O)c4ccccc4OC)C3)n2)c1 (stereo not drawn) | 3% | -4% | -4 | -2% | 8% | -21% | 3% | 23% | 3%
COc1ccc(OC)c(S(=O)(=O)NC2CC(=O)N(c3ccc(C)c(C)c3)C2)c1 (stereo not drawn) | -5% | 10% | -4 | -1% | -12% | -8% | 1% | 7% | 1%
Cc1ccc(/C=N/n2c(C)cc(C)c(C#N)c2=O)cc1 | 4% | -14% | 1 | -2% | -20% | -5% | -1% | 6% | 9%
CCCCC(=O)Nc1cc(-c2cn3cccnc3n2)ccc1C | 0% | 8% | 0 | 2% | 0% | 17% | 22%[57.1 µM] | -3%[57.1 µM] | 14%
Cc1cc(Br)ccc1S(=O)(=O)n1ccnc1C | -1% | -3% | -3 | 9% | -14% | -16% | -2% | 8% | 0%
COc1ccc(-c2[nH]ncc2CNC(C)CCn2cccn2)c(F)c1 (stereo not drawn) | -3% | -5% | -6 | 2% | -7% | -9% | -2% | 15% | 2%
COc1cccc(C(=O)N(CN2CCCC2=O)c2cc(C)on2)c1 | -1% | -3% | -5 | 0% | -39% | -9% | 3% | 6% | 2%
Cc1noc(C)c1COc1ccccc1C(=O)NCCc1ccc(Cl)cc1 | 3% | 5% | 3 | -3% | -8% | -17% | 13% | 21% | 13%
Cc1ccc(-c2nnc(SCC(=O)N/N=C/c3ccc(C(=O)O)cc3)n2C2CCCCC2)cc1 | -7% | -4% | 2 | 1% | -7%[56.9 µM] | -20% | 2% | 20% | 0%
O=C(CSc1ccc(F)cc1)Nc1cccc(S(=O)(=O)N2CCOCC2)c1 | 1% | 7% | -6 | -1% | 16% | ? | 3% | 33% | -10%
Cc1ccc(S(=O)(=O)N2CCOC2CNC(=O)C(=O)NCCN2CCOCC2)cc1 (stereo not drawn) | -7% | 2% | -3 | 2% | -16% | -15% | -7%[57.1 µM] | 13%[57.1 µM] | 4%

A portion of the library. The share of hits here may be higher or lower than overall.
